# CRE-bla Fsk: alters forskolin-stimulated CRE reporter signaling in CHO cells; CHO CRE-bla reporter (cAMP response element driving beta-lactamase), forskolin EC10, beta-lactamase ratio; Potency, µM (doses to about 38.2 µM), for inactives: top-dose activity change, negative = inhibition, actives largely listed as activators; 71,000 compounds, 2.5% hits; active = well fitted activation curve with a large enough effect in the signal ratio, with a control signal flat, not every such curve was filed as active; inconclusive = small, poorly fitted or top-dose-only effect, or effect the other way, or a change in a side signal; the % refers to the signal ratio; also: potency is read from the fitted curve at half-maximal effect; % of control where 0% means no effect
#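 AC50 values, positive or negative, reflect shifts in EC10 NKH 477-induced CRE-bla reporter activity in CHO cells. Incubation lasted 3 h at 37 °C before CCF4 substrate (2 h, room temperature) and ratiometric 460/530 nm reading.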
# Tau fil binding: binders of human tau filaments; Potency, µM (series often up to 57.1 µM), without a hit: at the top dose activity change, negative = inhibition; AID 596; recombinant tau filaments, thioflavin S fluorescence, 15 h; filaments grown with octadecylsulfate alongside compound; 71,000 compounds, 2% hits;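 also: potency is read from the fitted curve at half-maximal effect; % is scaled to controls: 0 for no effect and ±100 for the full control effect; actives lower thioflavin S fluorescence by blocking filaments or displacing dye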
# Target sequence (P10636 whole entry, looked up): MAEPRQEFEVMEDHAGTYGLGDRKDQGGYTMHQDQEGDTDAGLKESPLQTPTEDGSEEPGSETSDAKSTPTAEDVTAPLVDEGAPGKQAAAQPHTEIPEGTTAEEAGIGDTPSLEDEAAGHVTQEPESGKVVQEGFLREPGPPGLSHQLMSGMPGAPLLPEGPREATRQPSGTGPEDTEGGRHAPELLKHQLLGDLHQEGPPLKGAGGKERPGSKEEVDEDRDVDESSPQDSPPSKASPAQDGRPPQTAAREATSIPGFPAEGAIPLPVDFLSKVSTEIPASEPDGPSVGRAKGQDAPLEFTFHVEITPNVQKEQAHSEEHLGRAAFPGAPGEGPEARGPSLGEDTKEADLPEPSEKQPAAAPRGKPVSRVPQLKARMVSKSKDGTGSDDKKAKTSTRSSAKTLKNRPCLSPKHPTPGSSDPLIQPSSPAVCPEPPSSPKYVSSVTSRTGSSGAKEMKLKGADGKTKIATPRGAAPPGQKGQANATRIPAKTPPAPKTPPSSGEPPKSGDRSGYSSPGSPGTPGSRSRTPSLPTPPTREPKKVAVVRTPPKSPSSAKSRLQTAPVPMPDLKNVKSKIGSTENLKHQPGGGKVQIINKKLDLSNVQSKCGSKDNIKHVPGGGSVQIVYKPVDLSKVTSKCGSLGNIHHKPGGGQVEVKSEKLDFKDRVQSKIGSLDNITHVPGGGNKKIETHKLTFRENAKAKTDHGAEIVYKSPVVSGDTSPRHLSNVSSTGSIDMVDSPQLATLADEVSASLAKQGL
#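 His-tagged recombinant human tau (exons 2, 3, 10; 1 uM final) fibrillized with 30 uM sodium octadecylsulfate, 15 h at 37 C, in pH 7.4 HEPES buffer with 10 uM thioflavine S and 5 mM DTT. Reduced ThS fluorescence (450/510 nm) marks activity.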
# ERK AVP inh: blocks ERK signaling stimulated by vasopressin; HEK293-V1b, vasopressin-stimulated pERK AlphaScreen; Potency, µM (top dose mostly 57.5 µM), without a hit: at the highest dose activity, negative = inhibition, usual class: inhibitors; AID 995; 72,000 compounds, 0.99% hits; also: potency is read from the fitted curve at half-maximal effect; % is scaled to controls: 0 for no effect and ±100 for the full control effect; nearly all actives have a fitted effect of over 55% in size
#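 Overnight-seeded V1b-HEK293 cells in 1% FBS got compound, then vasopressin (25 nM final, 5 min, 37C), then lysis buffer. AlphaScreen detection of phospho-ERK; activity normalized to basal and full-stimulation controls.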
# Rhodamine autofl: rhodamine region autofluorescence; Rhodamine-region fluorescence, 547/598 nm, Tris buffer; stronger effect = higher value; AID 594; max dye-equivalent concentration, M; 59,000 compounds, 0.05% hits; in the data active = max dye-equivalent concentration above about 11 nM; inconclusive = between about 1.1 nM and that limit
#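 qHTS spectral profiling of compounds without any target or enzyme present, in pH 8.0 Tris buffer; plates were read after a 15-minute room-temperature incubation using the rhodamine-region filter set.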
# Hsp90 Hop PPI: changes Hsp90-Hop TPR2A binding signal, up or down. Potency, µM (doses to about 57 µM), without a hit: at the highest dose activity change, negative = inhibition. AID 595. 71,000 compounds, 0.44% hits. AlphaScreen TPR2A-His6 binding biotin-Hsp90 C-terminal peptide; active = well fitted curve in either direction with a large enough effect; inconclusive = small, poorly fitted or top-dose-only effect, or another doubt; also: potency is read from the fitted curve at half-maximal effect; % is scaled to controls: 0 for no effect and ±100 for the full control effect; many of its hits are not listed in these tables
# HBB splicing: alters splicing of the hemoglobin beta chain | AID 925 | 65,000 compounds, 0.06% hits | Potency, µM (top dose mostly 46.1 µM), inactives show top-dose activation, usual class: activators | HBB splicing reporter cell assay, activation; EGFP reporter with mutant IVS2-654 intron; response scale: normalised to 500 nM splice-correcting PNA; also: potency is read from the fitted curve at half-maximal effect; 0% is about no effect
#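 Compounds were applied for 2 days to HeLa EGFP-654 cells, 500/well in Optimem with 2% FCS. The reporter's EGFP is disrupted by mis-splicing of beta-globin intron IVS2-654. Readout: summed well GFP fluorescence from 488 nm laser scanning; reference was 500 nM antisense […] 654 PNA.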
# 15-hLO inh: inhibitors of human 15-lipoxygenase (ALOX15); P16050; purified 15hLO-1, xylenol orange hydroperoxide absorbance; Potency, µM (highest dose often 57.1 µM), inactives show top-dose activity change, negative = inhibition, most hits filed as inhibitors; 74,000 compounds, 1.4% hits; also: potency is read from the fitted curve at half-maximal effect; % is scaled to controls: 0 for no effect and ±100 for the full control effect; nearly all actives have a fitted effect of over 55% in size
#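 Purified human 15hLO-1 (40 nM final) in 25 mM Hepes pH 7.5, 0.01% Triton X-100 was preincubated with compound 15 min at room temperature, then reacted 6 min with 50 uM arachidonic acid; hydroperoxide detected by Fe-XO, 573/405 nm absorbance ratio.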
# Pol III holo inh: blocks replication by bacterial DNA polymerase III holoenzyme; 71,000 compounds, 0.25% hits; reconstituted DNA polymerase III holoenzyme replication, biochemical; Potency, µM (doses to about 57.1 µM), inactives show at the top dose activity change, negative = inhibition; AID 603; also: potency is read from the fitted curve at half-maximal effect; % is scaled to controls: 0 for no effect and ±100 for the full control effect
#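 Reconstituted *E. coli* holoenzyme (0.35 nM Pol III, 1 nM beta, 154 nM SSB, 2 nM primase) was preincubated with compound for 15 min at RT. Synthesis on 1.4 nM ssM13Gori ran 35 min, then was stopped with PicoGreen/EDTA and read as dsDNA fluorescence.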
# Texas Red fluor: compound fluoresces in the Texas Red spectral region; Compound fluorescence, Texas Red channel, 547/618 nm; stronger effect = higher value; max dye-equivalent concentration, M; 59,000 compounds, 0.06% hits; AID 587; in the data active = max dye-equivalent concentration above about 10 nM; inconclusive = between about 1.1 nM and that limit
#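 Compound fluorescence was read after 15 min at room temperature in 100 mM Tris, pH 8.0, using 547 nm excitation and 618 nm emission across a concentration series. It was expressed as Texas Red dye-equivalent concentration from an on-plate standard curve.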
# HADH2 inhib: HADH2 (human) dehydrogenase inhibition. Q99714. AID 886. 73,000 compounds, 3.4% hits. recombinant HADH2, NADH fluorescence, beta-hydroxybutyryl-CoA. Potency, µM (top dose mostly 57.1 µM), inactives show at the top dose activity change, negative = inhibition, most hits filed as inhibitors; also: potency is read from the fitted curve at half-maximal effect; % is scaled to controls: 0 for no effect and ±100 for the full control effect; nearly all actives have a fitted effect of over 60% in size; many of its hits are not listed in these tables
# Target sequence (Q99714 whole entry, looked up, one chain of several): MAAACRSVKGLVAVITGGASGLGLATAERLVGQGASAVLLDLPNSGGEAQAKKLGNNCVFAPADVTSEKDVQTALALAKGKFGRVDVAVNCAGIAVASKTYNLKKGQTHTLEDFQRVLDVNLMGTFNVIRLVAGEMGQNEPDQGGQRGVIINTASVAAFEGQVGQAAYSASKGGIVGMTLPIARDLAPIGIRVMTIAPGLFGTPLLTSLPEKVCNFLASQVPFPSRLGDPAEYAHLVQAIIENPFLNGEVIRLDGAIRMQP
#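 NADH fluorescence (ex 360/em 450 nm) read every 30 s for 4 min; activity taken as last-minus-first time point difference. Enzyme 20 nM, NAD+ 1 mM, beta-hydroxybutyryl-CoA 90 uM, pH 9.0 Tris buffer.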
# Luciferase inh: firefly luciferase inhibition; P08659; purified firefly luciferase, luminescence, 8 min; Potency, µM (doses to about 57.1 µM), inactives show at the highest dose activity change, negative = inhibition, usual class: inhibitors; 72,000 compounds, 2.2% hits; AID 411; also: potency is read from the fitted curve at half-maximal effect; % is scaled to controls: 0 for no effect and ±100 for the full control effect; nearly all actives have a fitted effect of over 40% in size
#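 qHTS concentration-response profiling: light output of P. pyralis luciferase with luciferin and 10 uM ATP, imidazole buffer pH 7.2. Read by luminescence after 8-min room-temperature incubation.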
# * = called active by the depositor; i = inactive; ? = inconclusive; / = no result given; [ ] = remark or other dose. Unless noted, calls follow the shape of the dose curve; as a rule, active = well fitted curve in the direction sought with a large enough effect; inconclusive = small, poorly fitted or top-dose-only effect, or another doubt; inactive = no such curve, though single readings can be large; an effect the other way counts as inactive or inconclusive. A portion of the library; the hit share may differ from the screen's.
SMILES,CRE-bla Fsk,Tau fil binding,ERK AVP inh,Rhodamine autofl,Hsp90 Hop PPI,HBB splicing,15-hLO inh,Pol III holo inh,Texas Red fluor,HADH2 inhib,Luciferase inh
CC(C)Oc1ccc(C2/C(=C(/O)c3ccc(F)cc3)C(=O)C(=O)N2CCCN(C)C)cc1 (stereo not given),?,-12%,-5%,i,0%,2.2%[1.84 µM],8%,0%,?,0%,1%
O=C(NCCCN1CCN(c2ccc(F)cc2)CC1)c1cccc(N2CCCC2=O)c1,4%,14%,26%,i,-1%,-0.6%,-9%,-2%,?,5%,0%
COc1cccc(C=Nc2cc(C)on2)c1O,-2%,-14%,5%,i,-1%,3.9%[0.369 µM],16%,-1%,i,-10%,2%
COCC(C)n1c(C)cc(C(=O)COC(=O)c2c(NC(C)=O)sc(C)c2C)c1C (stereo not given),12%,6%,7%,i,-3%,-0.2%[57.5 µM],-3%,-2%,i,8%,2%
COc1ccccc1OCCCCNCCO,-2%,13%,18%,/,0%,-0.6%[9.22 µM],-15%,-1%,/,-1%,1%
O=C(Nc1ccc2c(c1)OCCO2)c1ccco1,0%,1%,4%,/,-2%,0.1%[9.22 µM],5%,-5%,/,-13%,10µM*
Cn1c(C(O)c2ccc(Cl)cc2)nc(Cl)c1Cl (stereo not given),-14%,-5%,-12%,i,-9%,-0.4%[57.5 µM],2%,-3%,?,12%,1%
O=S(=O)(c1ccccc1)N1CCC[C@@]2(CCN(C(c3ccccc3)c3ccccc3)C2)C1,0%,8%,6%,i,-1%,0.3%,-8%,-6%,i,-1%,-1%[11.4 µM]
O=C(CSc1ncccn1)Nn1cnnc1,?,-3%,5%,i,-3%,-0.5%[57.5 µM],7%,-2%,i,11%,0%
C=CCn1c(SCc2cccnc2)nnc1-c1ccncc1,?,0%,1%,i,-3%,0.3%[57.5 µM],3%,-2%,i,-8%,-1%
CC(C)C[C@H](NC(=O)N1CCN(c2ccccc2)CC1)C(=O)O,?,-7%,-4%,i,-2%,8.3%[1.84 µM],8%,0%,?,-5%,2%
CCOC(=O)c1[nH]c(C)c(C(=O)NCCC2=CCCCC2)c1C,?,22%,8%,i,0%,0.2%,-1%,3%,i,7%,-3%
O=C(Cn1nc(C(=O)O)c2ccccc2c1=O)NCCC1=CCCCC1,-1%,4%,-11%,i,-1%,0.0%[57.5 µM],-4%,-9%,i,-12%,3%
CC(=O)OCc1cc2cccc(C)c2[nH]c1=O,-4%,-5%,-11%,i,-2%,-0.1%[57.5 µM],0%,-2%,?,-12%,1%
O=C(CCCCn1c(=O)[nH]c2ccccc2c1=O)NCCc1c[nH]c2ccccc12,11%,8%,-17%,/,-2%[2.3 µM],-1.5%,-14%,1%,/,7%,-2%
O=C(O)CCC(=O)N1CCC(C(=O)c2cccc(Cl)c2)CC1,-13%,-13%,-7%,i,-7%,-3.8%,0%,0%,?,-1%,-2%
O=c1cc(N2CCOCC2)[nH]c(=O)n1-c1ccc(Br)cc1,-2%,-23%,/,/,-3%,0.5%,14%,-12%,/,?,-1%
O=C1Nc2ccccc2C12Nc1ccccc1-c1nc3ccccc3n12 (stereo not given),-17%,-23%,?,i,-7%,-1.2%,?,3%,i,-2%,-5%
COC(=O)c1sc(NC(=O)CSc2nnnn2-c2ccc(C)cc2C)nc1C,1%,9%,1%,i,1%,/,3%,-1%,?,4%,-1%
Nc1nc(-c2cc(-c3cccc4ccccc34)nc(N)n2)cc(-c2cccc3ccccc23)n1,-3%[7.6 µM],6%[11.4 µM],5%[11.5 µM],i,1%[11 µM],0.6%[9.22 µM],8%[11.4 µM],-4%[11.4 µM],i,4%[11.4 µM],1%[11.4 µM]
CN1CCc2c(sc3c2c(=O)n(-c2ccccc2)c2nnc(SCc4ccccc4F)n32)C1,2%,13µM*,-9%,i,-10%,1.3%[0.369 µM],?,-1%,i,?,-1%
N[C@@](CC(=O)O)(Cc1ccccc1)C(=O)O,-1%[7.6 µM],1%[11.4 µM],25%[11.5 µM],i,-8%[11 µM],1.5%[9.22 µM],-3%[11.4 µM],-10%[11.4 µM],i,3%[11.4 µM],3%[11.4 µM]
COc1ccc(CN2C(=O)CCC2(C)C(=O)NC2CCCC2)c(OC)c1 (stereo not given),2%,11%,-8%,/,2%,0.3%,3%,-3%,/,0%,4%
Cn1c(/C(C#N)=C(\O)c2ccc(S(=O)(=O)N3CCCCC3)cc2)nc2ccccc21,?,72%,25%,i,-5%,-0.1%,-12%,-1%,i,?,2%
CCOc1ccc(CNc2ccc3c(c2)nc(C)n3C)cc1,-3%,35%,-10%,i,-12%,-0.5%,13%,-3%,i,-3%,-15%
CCSc1nc2ccccc2n1CC(=O)N1CCOCC1,-6%,-8%,-14%,/,0%,-0.3%[9.22 µM],3%,0%,/,-2%,1%
CCOC(=O)N1CCN(c2ccc(C(=O)c3ccccc3)cc2F)CC1,?,-4%[11.4 µM],?,/,17%[11 µM],-3.0%[0.0738 µM],?,2%[11.4 µM],/,-10%[11.4 µM],-9%
Cc1cc(COc2ccccc2OCc2cc(C)no2)on1,10%,4%,-5%,i,1%,0.1%,8%,8%,i,-3%,-1%
CCOC(=O)c1[nH]c(C)c(C(=O)NCCCOC(C)C)c1C,2%,-2%,-14%,i,-3%,0.7%,9%,-2%,i,-1%,2%
O=C(c1noc2c1CCc1ccccc1-2)N1CCCc2ccccc21,-11%,-1%,17%,i,9%,-2.6%,?,-5%,i,-14%,-4%
COc1ccc(CNc2ncncc2-c2ccoc2)c(OC)c1,5%,-18%,-10%,i,-6%,-0.7%,15%,-3%,i,15%,3%[2.29 µM]
Cn1c(=O)c2c(nc(N3CCCCCC3)n2CC(O)COc2ccc(Cl)cc2)n(C)c1=O (stereo not given),-4%,9%,-26%,i,-2%,0.4%[0.369 µM],-3%,-3%,i,-4%,1%
Cc1cccc(-c2nnc(SCc3cc(=O)[nH]c4ccccc34)n2C)c1,1%,1%,2%,i,-3%,/,8%,-5%,?,11%,0%
CC1(c2ccccc2)NC(=O)N(CCOc2ccccc2)C1=O (stereo not given),-2%,-17%,0%,i,0%,-0.1%[57.5 µM],-3%,6%,?,1%,1%
CC(=O)Nc1nonc1NC(=O)CSc1nc2ccccc2o1,?,2%,11%,i,?,-4.0%,15%,-15%,i,11%,0%
COc1ccccc1CCNS(=O)(=O)c1c(C)n(C)c(=O)n(C)c1=O,0%,-13%,/,/,0%,1.1%,?,-1%,/,-1%,-3%
CCOC(=O)c1oc2cc(OCC(N)=O)ccc2c(=O)c1-c1ccc(OC)c(OC)c1,19%,-9%,-27%,i,-2%,-0.8%,10%,-6%,i,-1%,4%
O=C(NCCc1ccc(Cl)cc1)C1CCN(S(=O)(=O)N2CCC3(CC2)OCCO3)CC1,13%,11%,4%,i,0%,-1.6%,6%,-1%,i,15%,1%
Cc1cccc(NC(=O)CSc2nnc([C@@H]3CCCN3C(=O)OC(C)(C)C)o2)c1C,?,-2%,-13%,i,-7%,2.2%[0.369 µM],10%,2%,i,1%,1%
CCOC(=O)N1CCN(C(=O)c2ccc(CN(c3ccc(C)c(C)c3)S(C)(=O)=O)cc2)CC1,?,15%,17%,/,0%,-0.4%[9.22 µM],-25%,2%,/,-10%,1%
C=Cn1c(C(=O)O)cc(CC)c1-c1ccccc1,-5%,-13%,-12%,i,0%,-0.7%[57.5 µM],11%,3%,i,11%,3%
Nc1c(S(N)(=O)=O)cc(S(N)(=O)=O)cc1S(N)(=O)=O,-6%[7.6 µM],-4%[11.4 µM],-6%[11.5 µM],i,4%[11 µM],1.6%[9.22 µM],2%[11.4 µM],-16%[11.4 µM],i,10%[11.4 µM],2%[11.4 µM]
O=C(OCCN1C(=O)c2ccccc2C1=O)c1cnccn1,-6%,-7%,14%,i,3%,0.1%[57.5 µM],6%,-4%,i,-11%,2%
Cc1sc2nc(SCC(=O)OC(C)C)n(C)c(=O)c2c1C,19%,8%,-5%,i,0%,2.8%[1.84 µM],0%,-12%,i,-10%,3%
CSc1nc2ccccc2n1CC(=O)N1CCCCC1,-1%,2%,-4%,i,-2%,0.0%[57.5 µM],2%,-4%,i,2%,0%
COC(=O)C1=C(C)N(c2ccc(S(N)(=O)=O)cc2)C(=O)C1,0%,11%,-18%,/,-3%,1.5%,0%,2%,/,-23%,2%
CCOc1ccc(OCc2cccc(C(=O)N3CCOCC3)c2)cc1,0%,0%,-7%,i,0%,-0.1%,3%,-1%,?,-1%,5µM*

# From PubChem
